IDE cell inh: cellular human IDE inhibition | AID 434962 | actives 0.41% (n = 320,000) | HEK cells, FAbetaB cleavage, fluorescence polarization | inhibition, % at 5.59 µM | P14735;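 active = percent inhibition above the average of all tested compounds plus 3 SD, set per screening campaign, cut at about 16% in these data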;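 also: IDE supplied by intact live HEK cells; FP after avidin binding of uncleaved biotin substrate so inhibition keeps polarization high; 0% = DMSO wells and 100% = 60 µM reference IDE inhibitor Ii1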
PHOSPHO1 block: blocks human PHOSPHO1 phosphatase activity | Q8TCT1 | inhibition, % at 13.3 µM | actives 1.1% (n = 290,000) | recombinant PHOSPHO1, absorbance phosphatase assay; in the data active = inhibition above about 60%
MEKK3 PB1 HTS: modulators (inhibitors or enhancers) of MEK5 binding to human MEKK3 PB1 domain | Q99759 | bead-based flow cytometry, Alexa488-MEK5 binding to MEKK3; actives lie on both sides; 0 = blocked by unlabeled MEK5, 100 = vehicle | binding response (% of control), % at 10 µM | actives 1.4% (n = 290,000) | AID 1529;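 active = binding response more than 3 SD above or below the average of its plate-row segment, actives on both sides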;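 also: Alexa488 bead fluorescence after subtracting the streptavidin-only scavenger bead signal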
CRFBP-R2 block: blocks CRF-induced signaling of the CRF-BP/CRF-R2 complex; inhibition, % at 11.8 µM; HEK293 CRF-R2/CRF-BP, CRF-induced calcium fluorescence; actives 0.59% (n = 350,000);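 active = inhibition of the ligand-induced calcium signal above about 50% at the single tested concentration, limit read from the data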
pCIP destab: lowers stability of the mouse p/CIP coactivator protein; decrease of EGFP signal, % at 10 µM; Q05BA5; F442A p/CIP-EGFP cells, EGFP fluorescence, 16 h; AID 1984; actives 0.01% (n = 290,000);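 active = EGFP signal decrease of at least 30% at 10 µM or well 3 SD below plate mean, unless failing retest; inactive = the rest, including hits failing retest or dose response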; also: some compounds called inactive have numbers as strong as hits; many of its hits are not listed in these tables
Target sequence (Q05BA5 1-1403): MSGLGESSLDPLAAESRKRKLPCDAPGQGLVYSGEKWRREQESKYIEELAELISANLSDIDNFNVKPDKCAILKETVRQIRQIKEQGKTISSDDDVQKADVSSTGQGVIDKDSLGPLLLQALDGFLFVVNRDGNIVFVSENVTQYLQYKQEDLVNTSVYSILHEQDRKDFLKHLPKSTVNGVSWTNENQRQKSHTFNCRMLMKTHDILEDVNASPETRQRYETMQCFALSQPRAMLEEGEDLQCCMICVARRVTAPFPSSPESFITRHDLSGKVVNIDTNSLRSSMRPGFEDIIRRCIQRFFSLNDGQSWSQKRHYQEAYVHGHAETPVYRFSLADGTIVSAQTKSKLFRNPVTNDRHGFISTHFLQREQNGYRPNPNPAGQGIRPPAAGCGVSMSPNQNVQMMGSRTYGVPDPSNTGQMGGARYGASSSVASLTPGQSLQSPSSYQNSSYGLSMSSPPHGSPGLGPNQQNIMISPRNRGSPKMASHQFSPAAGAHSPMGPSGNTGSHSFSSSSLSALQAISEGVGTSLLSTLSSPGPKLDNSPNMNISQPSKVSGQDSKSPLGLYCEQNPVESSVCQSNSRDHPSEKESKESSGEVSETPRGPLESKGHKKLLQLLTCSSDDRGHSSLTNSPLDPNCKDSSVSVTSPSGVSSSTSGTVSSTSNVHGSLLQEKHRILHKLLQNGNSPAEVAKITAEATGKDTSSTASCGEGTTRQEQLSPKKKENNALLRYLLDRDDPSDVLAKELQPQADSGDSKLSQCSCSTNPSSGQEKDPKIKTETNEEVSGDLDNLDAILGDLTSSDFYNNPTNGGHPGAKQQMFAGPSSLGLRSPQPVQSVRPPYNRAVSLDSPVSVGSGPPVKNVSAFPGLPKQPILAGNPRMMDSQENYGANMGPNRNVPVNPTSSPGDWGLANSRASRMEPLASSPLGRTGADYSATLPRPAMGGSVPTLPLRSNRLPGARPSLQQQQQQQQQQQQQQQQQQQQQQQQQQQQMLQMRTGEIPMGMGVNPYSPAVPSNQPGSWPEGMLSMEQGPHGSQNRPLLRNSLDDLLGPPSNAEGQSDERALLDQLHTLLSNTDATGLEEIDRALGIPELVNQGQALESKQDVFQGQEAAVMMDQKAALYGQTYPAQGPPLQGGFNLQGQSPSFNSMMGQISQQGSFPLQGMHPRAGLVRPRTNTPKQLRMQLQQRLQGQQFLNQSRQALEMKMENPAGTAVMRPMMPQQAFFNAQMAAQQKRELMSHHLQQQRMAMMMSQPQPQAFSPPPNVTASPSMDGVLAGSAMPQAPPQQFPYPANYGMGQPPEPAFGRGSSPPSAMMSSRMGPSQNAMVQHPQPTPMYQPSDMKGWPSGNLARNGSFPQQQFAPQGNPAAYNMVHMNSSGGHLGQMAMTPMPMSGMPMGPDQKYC
CRFR2-BP ag: CRF-BP/CRF-R2 complex agonism. HEK293 CRF-R2/CRF-BP, calcium dye fluorescence (FLIPR); percent of saturating CRF peptide response. activation, % at 13.2 µM. actives 0.46% (n = 350,000);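 active = activation of at least 50%, plus an integration ratio under a set limit after plate pattern correction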;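 also: plate controls were neutral control wells without compound for no effect and CRF at EC100 for full effect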
GalR3 antagonist: antagonists of human GalR3. O60755. HEK293 GalR3-CNG cAMP membrane potential fluorescence; galR3 body fused to GalR1 C-terminus. inhibition, % at 3 µM. actives 0.44% (n = 360,000). AID 651719;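 active = inhibition above the screen-wide average plus 3 SD, cut at about 13% in these data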;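 also: forskolin and galanin both at EC90 stimulate the cells; cAMP rise reported by CNG channel membrane potential dye signal; 0% = forskolin plus galanin with DMSO and 100% = forskolin alone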
M4 PAM: CHRM4 positive allosteric modulation; P08173; CHO-K1 hM4/Gqi5, Fluo-8 calcium fluorescence, ACh EC20; 0% = ACh EC20, 100% = maximal ACh; activation, % at 3 µM; actives 0.4% (n = 360,000); AID 624126;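 active = activation above its plate's cutoff, the mean activation of sample wells plus 3 SD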; also: some results filed as inactive read as strong as hits
IDE cell activ: activators of human insulin-degrading enzyme in cells | HEK cells, FAbeta-B cleavage, fluorescence polarization; 0% vehicle, 100% cell-free pure enzyme wells | activation, % at 5.96 µM | actives 0.073% (n = 340,000) | AID 493087;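 active = activation above the mean of all tested compounds plus 3 SD, set per screening campaign, cut at about 17% in these data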
An asterisk follows results filed as active.

CCOC(=O)c1ccc(NC2Nc3cc(C)nn3S2)cc1 (stereo unspecified) was read as IDE cell inh 2.4, PHOSPHO1 block 62.2*, MEKK3 PB1 HTS 88.0, CRFBP-R2 block -12.5, pCIP destab 1.6, CRFR2-BP ag -1.5, GalR3 antagonist 0.4, M4 PAM 2.7 and IDE cell activ 1.1.
For CCN1CC(C)(C)N(C(=O)c2ccccc2)CC1(C)C the results were CRFBP-R2 block 25.5, CRFR2-BP ag -1.0, GalR3 antagonist 4.6, M4 PAM -3.8 and IDE cell activ -2.3.
O=C(Nc1cccc(-c2nc3ncccc3o2)c1)c1ccc2c(c1)OCO2 was read as CRFBP-R2 block 5.5, CRFR2-BP ag -0.6, GalR3 antagonist -5.8, M4 PAM 2.5 and IDE cell activ -1.1.
COc1ccc(OCCNC(=O)CSc2ccc(C(F)(F)F)cc2[N+](=O)[O-])cc1 was read as IDE cell inh 0.1, PHOSPHO1 block -4.0, MEKK3 PB1 HTS 99.0, CRFBP-R2 block 13.6, pCIP destab -3.6, CRFR2-BP ag -1.6, GalR3 antagonist -10.7, M4 PAM 10.1 and IDE cell activ 8.7.
Screening COC(=O)[C@H](C)N1C/C=C\COc2c(Cl)cc(Cl)cc2S1(=O)=O returned CRFBP-R2 block 3.8, CRFR2-BP ag -4.2, GalR3 antagonist -1.6, M4 PAM 0.5 and IDE cell activ 4.2.
`COc1ccc(C2CC(c3cccs3)=Nc3ccccc3S2)cc1` (stereo unspecified) gave IDE cell inh 5.7, PHOSPHO1 block -26.0, MEKK3 PB1 HTS 85.0, CRFBP-R2 block 16.5, pCIP destab -11.2, CRFR2-BP ag -1.0, GalR3 antagonist -9.7, M4 PAM -3.7 and IDE cell activ -0.4.
Cc1[nH][nH]c(=O)c1[C@@H](c1ccccc1[N+](=O)[O-])C(C#N)C#N was read as IDE cell inh -1.0, PHOSPHO1 block 1.0, MEKK3 PB1 HTS 101.0, CRFBP-R2 block -0.6, pCIP destab 2.0, CRFR2-BP ag 2.0, GalR3 antagonist -0.6, M4 PAM 0.8 and IDE cell activ 1.0.
For CC(Sc1nnc(-c2cccnc2)n1-c1ccccc1)C(=O)NCc1ccc2c(c1)OCO2 (stereo unspecified) the results were IDE cell inh 5.9, PHOSPHO1 block -31.2, MEKK3 PB1 HTS 105.0, CRFBP-R2 block -5.8, pCIP destab -17.2, CRFR2-BP ag 0.2, GalR3 antagonist 0.0, M4 PAM 3.6 and IDE cell activ -20.6.
`O=C(NC(=S)N1CCCc2ccccc21)c1ccc(Cl)cc1` gave IDE cell inh 5.1, PHOSPHO1 block 31.4, MEKK3 PB1 HTS 97.0, CRFBP-R2 block 0.1, pCIP destab -25.3, CRFR2-BP ag 0.4, GalR3 antagonist -8.9, M4 PAM -15.4 and IDE cell activ -2.0.
For CCOC(=O)c1c(C)[nH]c2c1cc(O)c1ccccc12 the results were IDE cell inh 2.1, PHOSPHO1 block 5.4, MEKK3 PB1 HTS 104.0, CRFBP-R2 block 8.9, pCIP destab -16.4, CRFR2-BP ag -2.0, GalR3 antagonist -2.2, M4 PAM -3.0 and IDE cell activ 4.5.
CCOC(=O)c1c(C)oc2cc(Cl)c(O)c(CN(C)C)c12 was read as IDE cell inh -3.5, PHOSPHO1 block 12.9, MEKK3 PB1 HTS 128.0*, CRFBP-R2 block -5.4, pCIP destab -0.4, CRFR2-BP ag 0.5, GalR3 antagonist 0.9, M4 PAM 11.6 and IDE cell activ -1.2.
`N#C/C(=C\C=C\c1ccccc1)c1nc(-c2ccc(Cl)cc2)cs1` gave IDE cell inh 2.2, PHOSPHO1 block 16.6, MEKK3 PB1 HTS 110.0, CRFBP-R2 block -22.4, pCIP destab 4.1, CRFR2-BP ag 6.6, GalR3 antagonist -7.4, M4 PAM -0.8 and IDE cell activ 5.1.
`O=C(Oc1ccc(OC(=O)c2ccncc2)cc1)c1ccncc1` gave IDE cell inh 3.1, CRFBP-R2 block -4.9, CRFR2-BP ag 1.2, GalR3 antagonist 2.0, M4 PAM -7.9 and IDE cell activ -2.8.
Screening CCc1c(O)nc(SCC(=O)Nc2ccccc2)n(C(C)CC)c1=O (stereo unspecified) returned IDE cell inh 3.7, PHOSPHO1 block 13.0, MEKK3 PB1 HTS 103.0, CRFBP-R2 block -6.9, pCIP destab -0.7, CRFR2-BP ag -0.4, GalR3 antagonist -1.1, M4 PAM 0.8 and IDE cell activ 0.7.
For O=C(NNC(=S)NC1CCCCC1)c1ccccc1Br the results were IDE cell inh 1.3, PHOSPHO1 block 6.8, MEKK3 PB1 HTS 91.0, CRFBP-R2 block -4.4, pCIP destab 4.9, CRFR2-BP ag -1.0, GalR3 antagonist 0.7, M4 PAM -3.3 and IDE cell activ -2.7.
CCOC(=O)c1ccc(CSc2ncn[nH]2)o1 was read as IDE cell inh 1.3, PHOSPHO1 block 12.4, MEKK3 PB1 HTS 100.0, CRFBP-R2 block 2.0, pCIP destab 0.5, CRFR2-BP ag 1.2, GalR3 antagonist -1.6, M4 PAM 23.2 and IDE cell activ 0.0.
Screening CCOC(=O)c1ccc(NC(=S)N2CCCC(C(=O)OCC)C2)cc1 (stereo unspecified) returned IDE cell inh -6.9, PHOSPHO1 block 34.2, MEKK3 PB1 HTS 98.0, CRFBP-R2 block -11.2, pCIP destab 3.5, CRFR2-BP ag -0.9, GalR3 antagonist -4.0, M4 PAM -2.8 and IDE cell activ -0.8.
CN(/N=C/c1cccs1)c1cc(=O)n(C)c(=O)[nH]1 was read as IDE cell inh -3.4, PHOSPHO1 block 5.3, MEKK3 PB1 HTS 75.0, CRFBP-R2 block -24.9, pCIP destab -5.7, CRFR2-BP ag -0.3, GalR3 antagonist 0.7, M4 PAM 3.7 and IDE cell activ -2.2.
Cc1ccc(C(=O)Nc2ccc3c(c2)OCO3)cc1S(=O)(=O)N1CCCC1 was read as IDE cell inh -0.1, PHOSPHO1 block 17.5, MEKK3 PB1 HTS 104.0, CRFBP-R2 block 2.4, pCIP destab -2.3, CRFR2-BP ag -2.0, GalR3 antagonist -6.2, M4 PAM -3.3 and IDE cell activ 2.2.
Screening COc1ccccc1CNC(=O)c1ccc(Cl)c(S(=O)(=O)N2CCCC2)c1 returned IDE cell inh 1.9, CRFBP-R2 block 8.3, CRFR2-BP ag -0.6, GalR3 antagonist -7.7, M4 PAM -5.5 and IDE cell activ 2.6.
Screening O=[N+]([O-])c1ccc2nccn2c1 returned IDE cell inh -4.8, PHOSPHO1 block 3.2, MEKK3 PB1 HTS 102.0, CRFBP-R2 block -3.6, pCIP destab -7.2, CRFR2-BP ag 1.1, GalR3 antagonist -5.0, M4 PAM 3.7 and IDE cell activ 4.3.
COc1ccc(Cl)cc1NC(=O)CSc1nnc(C2CC2)n1C was read as IDE cell inh 8.8, PHOSPHO1 block 2.3, MEKK3 PB1 HTS 102.0, CRFBP-R2 block 2.6, pCIP destab -1.7, CRFR2-BP ag -1.2, GalR3 antagonist -2.5, M4 PAM -3.1 and IDE cell activ -1.1.
Screening Cc1cccc(NS(=O)(=O)c2ccc(Oc3ccccc3)cc2)n1 returned IDE cell inh 2.4, PHOSPHO1 block 13.1, MEKK3 PB1 HTS 97.0, CRFBP-R2 block 2.3, pCIP destab -3.3, CRFR2-BP ag -2.4, GalR3 antagonist -3.1, M4 PAM 3.5 and IDE cell activ 2.1.
COC(=O)c1ccc(NC(=O)C(OC)c2ccccc2)cc1 (stereo unspecified) was read as IDE cell inh 0.3, PHOSPHO1 block 43.9, MEKK3 PB1 HTS 105.0, CRFBP-R2 block 9.3, pCIP destab 1.7, CRFR2-BP ag 0.8, GalR3 antagonist -4.7, M4 PAM -2.6 and IDE cell activ 2.2.
`COc1ccc(-c2nn(CCC(=O)O)cc2/C=C/C(=O)O)cc1[N+](=O)[O-]` gave IDE cell inh -0.7, PHOSPHO1 block -7.8, MEKK3 PB1 HTS 94.0, CRFBP-R2 block -0.8, pCIP destab 0.6, CRFR2-BP ag 1.0, GalR3 antagonist -5.3, M4 PAM 0.9 and IDE cell activ 4.3.
`O=S1(=O)C=CC(N2CCOCC2)C1` (stereo unspecified) gave IDE cell inh -0.4, PHOSPHO1 block 5.7, MEKK3 PB1 HTS 101.0, CRFBP-R2 block 6.2, pCIP destab -4.1, CRFR2-BP ag 1.0, GalR3 antagonist 1.5, M4 PAM 8.4 and IDE cell activ -2.3.
Screening CSCC[C@H](NC(=O)N1CCn2c1nc1ccccc12)C(=O)NCc1ccco1 returned IDE cell inh 4.0, PHOSPHO1 block 14.4, MEKK3 PB1 HTS 97.0, CRFBP-R2 block -23.0, pCIP destab 5.5, CRFR2-BP ag 8.8, GalR3 antagonist -6.2, M4 PAM 6.2 and IDE cell activ 1.8.
CCCCN(CC)CCCNC(=O)c1cc2c(-c3ccc(OC)c(OC)c3)nn(C)c2s1 was read as IDE cell inh -1.4, PHOSPHO1 block 23.3, MEKK3 PB1 HTS 108.0, CRFBP-R2 block 19.2, pCIP destab 7.8, CRFR2-BP ag -4.4, GalR3 antagonist -5.8, M4 PAM -3.0 and IDE cell activ 3.0.
CCN1CC2=C(OC(N)=C(C#N)C2c2cccs2)/C(=C/c2cccs2)C1 (stereo unspecified) was read as IDE cell inh 10.8, PHOSPHO1 block 3.6, MEKK3 PB1 HTS 101.0, CRFBP-R2 block -5.7, pCIP destab -2.8, CRFR2-BP ag 5.4, GalR3 antagonist -6.3, M4 PAM -5.6 and IDE cell activ -0.4.
`O=C(Oc1ccc(Br)cc1)c1cncc(Br)c1` gave IDE cell inh -3.8, PHOSPHO1 block 3.9, MEKK3 PB1 HTS 101.0, CRFBP-R2 block -4.0, pCIP destab 3.9, CRFR2-BP ag -1.1, GalR3 antagonist -5.5, M4 PAM -1.3 and IDE cell activ 3.0.
COc1ccc(-c2cc(C)no2)cc1S(=O)(=O)NCCCN1CCN(c2ccccc2)CC1 was read as IDE cell inh -0.2, PHOSPHO1 block 33.2, MEKK3 PB1 HTS 99.0, CRFBP-R2 block -0.2, pCIP destab -15.0, CRFR2-BP ag -1.3, GalR3 antagonist -5.2, M4 PAM -3.7 and IDE cell activ 1.8.
For CCC(C)[C@H](NC(=O)OC(C)(C)C)C(=O)N/N=C/c1ccc2nccnc2c1 (stereo partly specified) the results were IDE cell inh -0.6, PHOSPHO1 block 5.0, MEKK3 PB1 HTS 101.0, CRFBP-R2 block -14.3, pCIP destab -11.0, CRFR2-BP ag -1.0, GalR3 antagonist -4.3, M4 PAM 11.9 and IDE cell activ 7.6.
`CCCCOC(=O)Nc1cccc(C(C)=O)c1` gave IDE cell inh 4.3, PHOSPHO1 block 3.6, MEKK3 PB1 HTS 102.0, CRFBP-R2 block 3.8, pCIP destab 14.4, CRFR2-BP ag -0.6, GalR3 antagonist -4.6, M4 PAM 4.2 and IDE cell activ 3.6.
Cc1ccccc1/C=C1\Oc2ccccc2C1=O was read as IDE cell inh 4.2, CRFBP-R2 block -3.8, CRFR2-BP ag 1.0, GalR3 antagonist -9.3, M4 PAM 2.5 and IDE cell activ -4.9.
O=C(CCCCCn1c(=S)[nH]c2ccc(N3CCOCC3)cc2c1=O)NCc1ccccc1Cl was read as IDE cell inh 5.8, PHOSPHO1 block -148.1, MEKK3 PB1 HTS 95.0, CRFBP-R2 block 9.8, pCIP destab 0.8, CRFR2-BP ag 1.1, GalR3 antagonist -0.5, M4 PAM -16.7 and IDE cell activ -1.8.
C=CCOc1cccc(C2C(C(=O)c3ccc(C)o3)=C(O)C(=O)N2c2nnc(C)s2)c1 (stereo unspecified) was read as IDE cell inh 24.0*, GalR3 antagonist -4.9, M4 PAM 1.4 and IDE cell activ 1.4.

Screening data (PubChem)
